Assay outcomes from PubChem BioAssay.
BaF3 tox: reduces parental Ba/F3 cell viability, JAK2V617F counter-screen | CellTiter-Glo ATP luminescence | inhibition, % at 5.6 µM | actives 1.1% (n = 220,000);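 active = inhibition above a per-campaign cutoff, the mean inhibition of all tested compounds plus 3 SD, cut at about 27% in these data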;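 note: 0% = DMSO wells and 100% = JAK Inhibitor I control wells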
Ba/F3 V617F tox: reduce viability of Ba/F3 cells dependent on JAK2V617F | AID 1446 | Ba/F3 EpoR-JAK2V617F viability, ATP luminescence | inhibition, % at 5.6 µM | actives 1.1% (n = 220,000);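 active = inhibition above the campaign mean plus 3 SD over all tested compounds, cut at about 24% in these data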;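 note: cytokine-independent growth of Ba/F3 cells driven by EpoR plus mutant JAK2; 0% = DMSO-treated cells and 100% = JAK inhibitor I control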
PPC-1+TRAIL kill: PPC-1 cancer cell killing with TRAIL present; PPC-1 cells + TRAIL, ATPLite viability luminescence; cell killing (% activity), % at 4 µM; actives 0.41% (n = 220,000); AID 1443;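 active = cell killing above 50% in the first pass at 4 µM, then a duplicate retest at 5 µM averaging 50% or more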;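 note: plate controls were cells with TRAIL plus DMSO for no effect and medium-only wells lacking cells for full effect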
RBBP9 inh: blocks human serine hydrolase RBBP9; O75884; inhibition, % at 7.94 µM; recombinant RBBP9, FP-Rh probe fluorescence polarization; AID 1515; actives 0.2% (n = 220,000);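 active = inhibition above the campaign mean of all tested compounds plus 3 SD, cut at about 14% in these data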;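 note: plate controls were DMSO wells with RBBP9 for no effect and wells lacking RBBP9 protein for full effect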
Target sequence (O75884 whole entry, looked up): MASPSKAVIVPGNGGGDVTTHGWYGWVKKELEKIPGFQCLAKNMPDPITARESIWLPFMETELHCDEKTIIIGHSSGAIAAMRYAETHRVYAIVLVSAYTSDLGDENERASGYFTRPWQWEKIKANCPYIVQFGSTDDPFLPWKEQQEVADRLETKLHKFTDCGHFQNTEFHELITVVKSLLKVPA
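Test system: recombinant human RBBP9. Quantity: 2.5 µM RBBP9 dispensing solution, before mixing. Detection: FP readout at 525/598 nm. Reagent: Serine-hydrolase probe FP-Rh, 375 nM pre-mixing. Measure: % inhibition. Control set: DMSO-treated enzyme wells and wells lacking RBBP9. Buffer or medium: Tris-NaCl-Pluronic buffer, pH 8.0. Times: preincubation 30 min plus labeling 45 min at 25 °C.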
p97 inhibitor: inhibitors of human p97 ATPase | AID 1481 | recombinant p97 ATPase, Kinase-Glo ATP luminescence, 3 h | inhibition, % at 8 µM | actives 0.42% (n = 220,000); in the data active = inhibition above about 15%;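 note: 0% = DMSO vehicle and 100% = wells lacking enzyme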
Target sequence (P55072 whole entry, looked up): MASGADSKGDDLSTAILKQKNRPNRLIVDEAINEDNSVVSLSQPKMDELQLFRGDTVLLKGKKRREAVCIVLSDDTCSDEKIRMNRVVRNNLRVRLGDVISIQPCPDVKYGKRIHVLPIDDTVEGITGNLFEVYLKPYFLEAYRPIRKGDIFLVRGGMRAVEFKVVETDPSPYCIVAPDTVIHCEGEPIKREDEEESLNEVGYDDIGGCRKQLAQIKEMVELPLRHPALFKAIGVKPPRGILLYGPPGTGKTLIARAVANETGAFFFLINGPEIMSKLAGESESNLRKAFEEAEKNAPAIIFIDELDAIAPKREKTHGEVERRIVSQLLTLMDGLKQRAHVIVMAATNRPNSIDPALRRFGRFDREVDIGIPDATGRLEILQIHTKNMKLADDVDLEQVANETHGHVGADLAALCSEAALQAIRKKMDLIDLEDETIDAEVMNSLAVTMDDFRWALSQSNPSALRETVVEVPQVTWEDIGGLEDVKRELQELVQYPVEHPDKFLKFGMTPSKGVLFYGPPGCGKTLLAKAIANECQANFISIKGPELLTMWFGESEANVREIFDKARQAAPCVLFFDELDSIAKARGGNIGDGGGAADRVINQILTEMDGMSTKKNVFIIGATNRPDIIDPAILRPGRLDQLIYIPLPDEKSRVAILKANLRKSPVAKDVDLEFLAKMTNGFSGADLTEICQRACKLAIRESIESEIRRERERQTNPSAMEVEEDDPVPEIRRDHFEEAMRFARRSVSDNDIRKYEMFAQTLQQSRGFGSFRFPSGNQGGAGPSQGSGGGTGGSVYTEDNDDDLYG
Furin inh: blocks human furin protease activity; P09958; inhibition, % at 30 µM; purified furin, fluorogenic substrate cleavage; actives 0.061% (n = 220,000); in the data active = inhibition above about 25%; note: inactives centre near -15
NCF1 inh: inhibitors of human p47phox binding. P14598. p47phox/p22phox peptide binding, fluorescence polarization, 2 h. inhibition, % at 24.7 µM. actives 0.53% (n = 220,000). AID 1274;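 active = inhibition above about 30%, limit read from the data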;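 note: 0% = p47phox with labelled peptide and 100% = labelled peptide alone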
PGE2 EP2 inh: EP2 receptor (human) inhibition; P43116; C6 glioma cells expressing human EP2, cAMP TR-FRET; cells stimulated with saturating PGE2; inhibition, % at 25 µM; actives 0.52% (n = 260,000); AID 1422;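 active = percent inhibition above 40 after rounding to a whole number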;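 note: rat C6 glioma host cells with rolipram phosphodiesterase inhibitor present; the protocol text gives 20 µM as final concentration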
Tb hexokinase: T. brucei hexokinase 1 inhibition; recombinant TbHK1, G6PDH-coupled NADH A340; inhibition, % at 10 µM; actives 0.11% (n = 220,000); AID 1430;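 active = inhibition of 50% or more in the single-dose primary screen; inactive = inhibition below 50%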
Starred values were filed as active, the others as inactive; & = joins results of further samples; [ ] = remark or other dose. This is a subset (hit frequency here may not be typical).

SMILES	BaF3 tox	Ba/F3 V617F tox	PPC-1+TRAIL kill	RBBP9 inh	p97 inhibitor	Furin inh	NCF1 inh	PGE2 EP2 inh	Tb hexokinase
O=C(OCC(=O)N1CCc2ccccc21)c1c2c(nc3ccccc13)CCCC2	2	-3	21	-9	4	-11	-17	7	-11
Cc1ccc(NC(=O)C2CC(=O)n3c(nc4ccccc43)N2)cc1C (stereo unspecified)	-2	-2	1	-3	0	-17	-8	8	-14
Cc1ccc(CNC(=O)CCc2nc(-c3cccs3)no2)cc1	4	-4	-8	-10	10	-25	200*	14	4
CN(CC(=O)Nc1c(Cl)cccc1Cl)C(=O)CCCN1C(=O)c2ccccc2C1=O	0	0	15	-9	-1	-4[20 µM]	-12	6	-3
O=C(CSCCO)Nc1ccc([N+](=O)[O-])cc1	-1	-1	23	-1	2	-19	-2	11	-16
C/C(=N\NC(=O)c1ccccc1O)c1cccs1	9	6	58*[5 µM]	-6	-18	-11	-14	4	-22
O=c1cc(NCc2ccco2)[nH]c(=O)n1-c1ccc(Br)cc1	2	-4	-10	-4	6	-23[20 µM]	-19	9	-4
CC(C)Cc1nc2c(nnn2Cc2ccccc2F)c(=O)[nH]1	-10	-2	3	8	-2	-16	2	5	-6
O=C(O)c1ccccc1C(=O)N1N=C2/C(=C/c3cccc([N+](=O)[O-])c3)CCCC2C1c1cccc([N+](=O)[O-])c1 (stereo unspecified)	8	4	12	-8	-5	-8	5	3	4
CC(=O)Oc1ccc(C(=O)Nc2ccc3c(c2)C(=O)N(CCC(=O)O)C3=O)cc1	5	3	5	-18	-6	-8[20 µM]	-18	5	2
CCCCCc1ccc(-c2ccc(/C=C/C(N)=O)cc2)nc1	7	4	14	-11	-3	-38	-25	2	-16
CCN(CCCNC(=O)CCCn1c(=O)[nH]c2ccccc2c1=O)c1cccc(C)c1	2	-3	23	-7	-2	-23	-7	5	3
COc1cc([N+](=O)[O-])ccc1NC(=O)CCCOc1cc(C)ccc1C	7	2	10	-5	-3	-1	-18	3	-4
CCOc1cc(/C=C/c2ccc3cccc([N+](=O)[O-])c3n2)ccc1O	6	8	4	-11	-5	-3	-7	5	23
Cc1cc(CN2CCCC(CNC(=O)c3ccc(F)cc3)C2)cc(C)c1O (stereo unspecified)	2	0	9	-9	-4	-13	4	6	7
CC12CCC(C(=O)N3CCCCC3)([C@H](Br)C1=O)C2(C)C (stereo partly specified)	-4	-3	1	-6	1	-9	-8	3	-9
CCC(CO)Nc1nc(CN2CCCCC2)nc2scc(-c3ccccc3)c12 (stereo unspecified)	2	0	12	-4	0	-13	-2	4	3
CCNC(=O)COC(=O)CCC(=O)c1ccc(F)cc1	3	0	8	-6	1	-16	-1	5	6
Nc1ccccc1N=c1ssnc1Cl	6	-2	6	-7	4	-29	14	8	3
CSc1nsc(SCc2ccc(F)cc2)n1	-1	0	-13	-10	2	-17[20 µM]	-9	12	4
NC(=S)Nc1nccc(-c2cccs2)n1	1	-3	18	-3	0	-18	-4	7	-14
CCN(CC)c1ccc(/C=N/NC(=O)c2ccoc2C)cc1	-1	2	-3	-3	-13	-10	-12	4	-64
CCN(CC)CCCNC(=O)CSc1nc2c(c(C(F)(F)F)n1)CCc1ccccc1-2	11	2	18	-6	-2	-18	1	7&8	-10
C/C(CC(=O)NCc1ccco1)=N\NC(=O)COc1ccc(Cl)cc1Cl	3	-5	-3	-4	2	-9	5	6	-3
COc1cc(/C=N/NC(=O)CCN2CCN(Cc3ccccc3)CC2)cc(OC)c1OC	4	-4	14	0	1	-3	1	8	19

As entered above.
PPC-1+TRAIL kill with `COc1cc([N+](=O)[O-])ccc1NC(=O)CCCOc1cc(C)ccc1C` = 10
BaF3 tox with `CCOc1cc(/C=C/c2ccc3cccc([N+](=O)[O-])c3n2)ccc1O` = 6

Returning to the listing, repeating the 5 entries before the break.
SMILES	BaF3 tox	Ba/F3 V617F tox	PPC-1+TRAIL kill	RBBP9 inh	p97 inhibitor	Furin inh	NCF1 inh	PGE2 EP2 inh	Tb hexokinase
NC(=S)Nc1nccc(-c2cccs2)n1	1	-3	18	-3	0	-18	-4	7	-14
CCN(CC)c1ccc(/C=N/NC(=O)c2ccoc2C)cc1	-1	2	-3	-3	-13	-10	-12	4	-64
CCN(CC)CCCNC(=O)CSc1nc2c(c(C(F)(F)F)n1)CCc1ccccc1-2	11	2	18	-6	-2	-18	1	7&8	-10
C/C(CC(=O)NCc1ccco1)=N\NC(=O)COc1ccc(Cl)cc1Cl	3	-5	-3	-4	2	-9	5	6	-3
COc1cc(/C=N/NC(=O)CCN2CCN(Cc3ccccc3)CC2)cc(OC)c1OC	4	-4	14	0	1	-3	1	8	19
COc1ccc(C2CCCN2C(=S)Nc2ccc(C)cc2Cl)cc1OC (stereo unspecified)	6	-2	-28	-4	1	-21	-2	7	-4
CCCCC(=O)N/N=C/c1ccc(N2CCOCC2)c([N+](=O)[O-])c1	3	-1	4	1	-4	3	-2	13	-27
Cc1nonc1N1CCN(Cc2cn[nH]c2-c2ccc3c(c2)OCO3)CC1	4	3	-11	-6	1	-20	15	3	-4
CCOC(=O)CNc1ccc(OC(F)(F)F)cc1	-1	-4	4	-7	3	-9	-18	9	-4
Cc1nc2c(Cl)cccc2[nH]1	2	-3	44	3	7	-20[20 µM]	-7	6	6
C/C(=N/NC(=O)CNC(=O)CCc1ccccc1)c1ccc(Cl)c(Cl)c1	-1	-1	-3	-1	-1	-22	5	10	-1
Cc1ccc2c(c1)n([O-])c1c([n+]2=O)CCCC1	2	1	-12	-1	1	-4[20 µM]	-5	10	-18
CCOC(=O)C1(Cc2ccc(OC)cc2)CCN(C(=O)C2=CCCC2)CC1	1	4	16	-8	-6	-4	0	2	-66
CCOC(=O)CC(=O)CSCC(=O)Nc1ccc(C)cc1	5	-1	16	-8	-1	-27[20 µM]	-4	6	3
COc1ccc(C(=O)Nc2ccc(S(=O)(=O)Nc3cc(C)nc(C)n3)cc2)cc1	-7	-1	14	-2	6	-26	-20	4	-13
Cc1nnc2ccc(-c3cccc(NC(=O)Cc4cccs4)c3)nn12	15	2	15	-1	1	-17	-9	4	-3
COc1ccccc1CN(C)C(=O)C1(c2ccc(Cl)cc2)CC1	12	2	20	4	-3	-10	0	5	0
CCOCCCNC(=O)c1c(N)n(-c2ccc(S(N)(=O)=O)cc2)c2nc3ccccc3nc12	4	-1	9	-6	-1	-25[20 µM]	-37	3	-5
CCC(C)(C)C1CCc2c(sc(NC(=O)c3ccccc3C(=O)O)c2C#N)C1 (stereo unspecified)	-1	3	8	5	-10	-10	-17	13	-1
Cc1c(Cl)ccc2c(C(N)=O)cc(-c3ccccn3)nc12	6	-4	8	3	0	-31	-47	11	-22
COCCNC(=O)CN(C(=O)Cn1nnc2ccccc21)c1cccc(C)c1C	7	1	-13	-6	5	-9	-2	9&7	4
FC(F)(F)c1cc(C(F)(F)F)c2ccc(N3CCN(c4ccccc4)CC3)nc2n1	2	1	-7	-8	4	-10	-6	8	5
O=C(Nc1ccccc1-c1nc2ccccc2[nH]1)c1ccc(N2C(=O)CCC2=O)cc1	3	0	18	-10	0	-30	-14	22	-11
CCc1ccccc1NC(=O)Nc1ccc(F)cc1	4	2	-10	-4	-1	-28	2	1	-2
CCCCCC(=O)Nc1nc(C)c(-c2csc(Nc3cc(Cl)ccc3OC)n2)s1	1	-1	-3	-9	-2	-1[20 µM]	-32	10	-23
CCC1(c2ccccc2)C(=O)NCNC1=O	8	-3	9	4	7	-14	-2	10&9&9	-4
O=C(COc1ccccc1F)Nc1cc(S(=O)(=O)N2CCOCC2)ccc1N1CCOCC1	2	-1	13	-1	5	-16	-12	4	2
CNC(=O)Nc1ccccc1C(=O)NCc1ccccc1	2	-1	-16	-4	-4	-8	-8	11	2
CCN(CC)S(=O)(=O)c1ccc(N2CCCC2)c(C(=O)Nc2ccc(OC)c(Cl)c2)c1	4	-1	-14	-2	1	-18	0	11	36
CCCCCCCCCCC(=O)NNC(=O)c1c(O)c2ccccc2n(CC)c1=O	5	5	10	-2	4	-14	2	4	-2
SMILES	BaF3 tox	Ba/F3 V617F tox	PPC-1+TRAIL kill	RBBP9 inh	p97 inhibitor	Furin inh	NCF1 inh	PGE2 EP2 inh	Tb hexokinase
Cc1ccc(NC(=O)c2ncn[nH]2)cc1	12	2	13	1	4	-22	-6	5	3
COC(=O)c1cn(CC(=O)NCc2cccs2)c2ccccc12	7	-1	-8	5	4	-4[20 µM]	2	12	-1
O=C(CSC1=NCCS1)N1CCN(c2ccccc2)CC1	3	-3	22	-2	5	-14[20 µM]	-3	12	2
CC1CCC(NC(=O)Cn2ncc3ccccc32)CC1 (stereo unspecified)	-1	-5	20	-8	2	-11	-4	11	-4
COc1ccc(C(=O)C2CCCN(Cc3cn(C)nc3-c3ccccc3)C2)cc1F (stereo unspecified)	10	1	1	-1	-6	-17	-7	6	-7
Cc1ccc(S(=O)(=O)Nc2cc(C)c(O)cc2C)cc1	8	-1	-3	-6	3	-10	0	6	-8
CC(O)C(NC=C1C(=O)OC(C)(C)OC1=O)C(=O)O (stereo unspecified)	6	1	3	1	1	-20	-1	8	-5
FC(F)Oc1ccc(NC(=S)Nn2cnnc2)cc1	5	2	-9	-10	-4	-7	1	4	7
CC(C(=O)N1CC2(C)CC1CC(C)(C)C2)N1C(=O)c2ccccc2C1=O (stereo unspecified)	-3	-4	5	-18	-1	-17[20 µM]	5	3	0
O=C(c1ccc(Cl)c(Cl)c1)N1CCC(=O)N(C(COCc2ccc(Cl)cc2)Cc2ccccc2)CC1 (stereo unspecified)	5	0	20	0	3	-3	-10	5	7

Ordered by formula weight (lowest first): some entries from above.
SMILES	BaF3 tox	Ba/F3 V617F tox	PPC-1+TRAIL kill	RBBP9 inh	p97 inhibitor	Furin inh	NCF1 inh	PGE2 EP2 inh	Tb hexokinase
CC1CCC(NC(=O)Cn2ncc3ccccc32)CC1 (stereo unspecified)	-1	-5	20	-8	2	-11	-4	11	-4
COc1ccc(C(=O)C2CCCN(Cc3cn(C)nc3-c3ccccc3)C2)cc1F (stereo unspecified)	10	1	1	-1	-6	-17	-7	6	-7
O=C(c1ccc(Cl)c(Cl)c1)N1CCC(=O)N(C(COCc2ccc(Cl)cc2)Cc2ccccc2)CC1 (stereo unspecified)	5	0	20	0	3	-3	-10	5	7

Arranged by value in RBBP9 inh (rising): some entries from above
molecule | RBBP9 inh | p97 inhibitor | Furin inh | NCF1 inh | Tb hexokinase
CC(C(=O)N1CC2(C)CC1CC(C)(C)C2)N1C(=O)c2ccccc2C1=O (stereo unspecified) | -18 | -1 | -17[20 µM] | 5 | 0
Cc1ccc(S(=O)(=O)Nc2cc(C)c(O)cc2C)cc1 | -6 | 3 | -10 | 0 | -8
O=C(CSC1=NCCS1)N1CCN(c2ccccc2)CC1 | -2 | 5 | -14[20 µM] | -3 | 2
COc1ccc(C(=O)C2CCCN(Cc3cn(C)nc3-c3ccccc3)C2)cc1F (stereo unspecified) | -1 | -6 | -17 | -7 | -7
O=C(c1ccc(Cl)c(Cl)c1)N1CCC(=O)N(C(COCc2ccc(Cl)cc2)Cc2ccccc2)CC1 (stereo unspecified) | 0 | 3 | -3 | -10 | 7
